# Screens from PubChem BioAssay.
# Pf Dd2 inh: blocks in vitro growth of P. falciparum Dd2. AID 1347417. Potency, µM (highest dose often 28.9 µM), without a hit: top-dose activity, negative = inhibition, most hits filed as inhibitors. P. falciparum Dd2 growth, SYBR Green, 72 h. 120,000 compounds, 4.3% hits; active means well fitted inhibition curve with a large enough effect; inconclusive means small, poorly fitted or top-dose-only effect; inactive means no such curve, though single readings can be large or run the other way;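 further: plate controls were DMSO vehicle for no effect and reference drug for full effect; nearly all actives have a fitted effect of over 65% in size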
#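 Infected erythrocytes (Dd2, 0.3% parasitemia, 2.5% hematocrit final) are added to compound in RPMI-1640/Albumax II medium, grown 72 h at 37C in low oxygen, then lysed with saponin/Triton-X containing SYBR Green and read by fluorescence.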
# An asterisk follows results filed as active; i = inactive; ? = inconclusive; [ ] = another dose, or the depositor's remark. Potency means the concentration at half of the fitted maximal effect. Only part of the results is shown, so the mix of outcomes need not match the whole.
CCc1ccc(C(=O)c2cn(CC(=O)Nc3ccc4c(c3)OCO4)c3ccc(F)cc3c2=O)cc1
- Pf Dd2 inh: ?

CN(Cc1ccccc1)Cc1cc(C[C@@H]2CC[C@H](O)[C@@H](CNC(=O)Nc3ccccc3)O2)no1
- Pf Dd2 inh: i

COCCNC(=O)C1c2ccccc2C(=O)N(C2CCCC2)C12CCCCC2 (configuration not stated)
- Pf Dd2 inh: -4%

O=C(Cn1nc2n(c1=O)CCCCC2)N1CCCc2ccccc21
- Pf Dd2 inh: -16%

COc1ccc(OC)c(CN2CCNc3cc(-c4ccnc(C)c4)ncc3C2)c1
- Pf Dd2 inh: ?

CCNC(=O)N1CC[C@H]2CC(=O)N(CCc3cccc(OC)c3OC)CC[C@H]2C1
- Pf Dd2 inh: -11%[44.1 µM]

Cc1ccc(C(=O)Nc2nnc(SCc3cc(=O)n4ccc(C)cc4n3)s2)cc1
- Pf Dd2 inh: 10%

COCc1nc(C2CCCN(C(=O)Cc3cccc(OC)c3)C2)no1 (configuration not stated)
- Pf Dd2 inh: i

CC(C)CCNC(=O)C1CCC(Cn2c(=O)c3sccc3n(CC(=O)NC(C)C)c2=O)CC1 (configuration not stated)
- Pf Dd2 inh: ?

Cc1ccc(C)c(OCCSc2nc3ccccc3n2CC(=O)N2CCOCC2)c1
- Pf Dd2 inh: 7%

COCCCNC(=O)C1CC(=O)N(c2n[nH]c3cccc(F)c23)C1 (configuration not stated)
- Pf Dd2 inh: 2%

COc1ccc(C(=O)N2CCCCCNC(=O)[C@@H]3CCC[C@@H]32)cc1F
- Pf Dd2 inh: 7%

CN(C)C[C@@H]1CN(C2CCOCC2)C[C@H]1NS(=O)(=O)c1ccc(C#N)cc1
- Pf Dd2 inh: i

Fc1ccc(C2Cn3nnc(-c4nc(-c5ccccc5Cl)no4)c3CO2)cc1 (configuration not stated)
- Pf Dd2 inh: -8%

Cc1cccc(C)c1Oc1ncccc1CNC(=O)CCN1CCCCO1
- Pf Dd2 inh: -16%

C[C@@H]1CN(C(=O)c2ccc(-c3nnn(C)n3)cc2)C[C@@]1(O)C1CC1
- Pf Dd2 inh: 0%

Cn1ccnc1CN1CCOC[C@H](Oc2ccccc2)C1
- Pf Dd2 inh: -26%[44.1 µM]

CCCCc1nn(CC(=O)NCc2cccc3[nH]ccc23)c(=O)n1CC
- Pf Dd2 inh: 14%

COc1cccc(NC(=O)Nc2ccc3snnc3c2)c1
- Pf Dd2 inh: ?

Cc1ccccc1CCC1CCCN(C(=O)C2(C)CC2)C1 (configuration not stated)
- Pf Dd2 inh: -22%

COC(=O)[C@@H]1Cc2ncn(Cc3ccc(Cl)cc3)c2CN1C(=O)c1ccccc1OC
- Pf Dd2 inh: -25%

CCC(=O)Nc1ccc(C2(C(=O)N3CCC(N4CCCCC4)CC3)CCCCC2)cc1
- Pf Dd2 inh: ?

O=C(CC1CCN(C(=O)NC2CCCCC2)C1)NCc1ccccc1 (configuration not stated)
- Pf Dd2 inh: 10%

O=C(Nc1ccc(-c2nnc3n2CCCC3)cc1)c1cccc(F)c1
- Pf Dd2 inh: -30%

COc1cc(C2NC(=O)N(C)C3=C2C(=O)N(c2cccc(Cl)c2)C3)ccc1O (configuration not stated)
- Pf Dd2 inh: -2%

CC(C)COc1ccc(Nc2ncnc3ccc(Br)cc23)cc1
- Pf Dd2 inh: -5%

COc1ccc(CNc2oc(-c3ccc(COc4ccccc4C)o3)nc2C#N)cc1
- Pf Dd2 inh: ?

CCCNC(=O)N1CC(c2noc(C3CCCN3CC3CC3)n2)C1 (configuration not stated)
- Pf Dd2 inh: ?

CN(C)c1nc(-c2ccncc2)nc2c1CCN(C(=O)c1ccc(O)cc1)C2
- Pf Dd2 inh: -2%

CCOC(=O)c1ccc(OC(=O)c2cn(-c3ccc(C)cc3)c(=O)c3ccccc23)cc1
- Pf Dd2 inh: ?

Cc1noc(C)c1-c1cc2c(cc(C)n2CCN(C)C)c(Nc2ccn(C)n2)n1
- Pf Dd2 inh: ?

O=C(c1cccc(F)c1)N1CCCCCC1c1nnc(-c2ccccc2)o1 (configuration not stated)
- Pf Dd2 inh: ?

CCCCN(CC)CCCNC(=O)Cn1nc(CC)n2c(cc3sccc32)c1=O
- Pf Dd2 inh: ?

CCOC(=O)c1c(NC(=O)c2ccc(S(=O)(=O)N(CCOC)CCOC)cc2)sc2c1CC(C)(C)NC2(C)C
- Pf Dd2 inh: 10µM*

COc1ccc(C(=O)c2oc3ccccc3c2NC(=O)c2ccc(F)cc2)cc1
- Pf Dd2 inh: 34%[activator][5.79 µM]

Cc1cnc(C(=O)NCC2Cn3cccc3C(=O)N2C)cn1 (configuration not stated)
- Pf Dd2 inh: -3%

O=C(Cc1cccnc1)N1CCCC(c2ccccc2)(c2ccccc2)C1
- Pf Dd2 inh: -21%

O=C(CN1C(=O)NC2(CCCCC2)C1=O)Nc1ccc2c(c1)OCCO2
- Pf Dd2 inh: -1%

COc1ccc(-c2nc3c(c(-c4ccccc4)n2)CN(C(=O)c2ccccc2F)CC3)cc1
- Pf Dd2 inh: ?

Cc1ccccc1CN1CCC(CN(Cc2cccnc2)C(=O)CN2CCOC2=O)CC1
- Pf Dd2 inh: -3%

SMILES	Pf Dd2 inh
O=C(C1CC1)N1CCC(Oc2cccnc2)C1 (configuration not stated)	10%
COc1cc(CN2CCCCC23Cc2ccccc2CNC3=O)ccc1F (configuration not stated)	?
CCOc1ccccc1CNC(=O)Cn1ncn2nc(-c3cccs3)cc2c1=O	21%
COc1cc(-c2nc3sccn3c2Nc2c(C)cccc2C)ccc1O	?
Cc1cccc(C(=O)N2C(C(=O)NCC3CCCO3)COC23CCN(C(=O)C(C)(C)C)CC3)c1 (configuration not stated)	5%
Cc1cccc(NC(=O)c2cnn(-c3ccccc3)c2-n2cccc2)c1C	1%
CC(C)(C)C(=O)NC1CC(=O)N(c2ccc3c(c2)OCCO3)C1 (configuration not stated)	35%[activator]
Cc1ccccc1-c1nc(CS(=O)(=O)CC(=O)Nc2c(C)cccc2C)c(C)o1	4%
CS(=O)(=O)N1C[C@H]2CCN(Cc3ccc[nH]3)C[C@H]21	-15%
COC1CCOC2(CCN(C(=O)CCCc3ccccc3)CC2)C1 (configuration not stated)	7%
CCC(=O)N1Cc2ccccc2CC2(CCN(CCc3ccc(C)cc3)CC2)C1	8.9µM*
O=C(Nc1ccc(F)cc1F)N1CC(c2nnc(-c3ccncc3)o2)C2(CCOCC2)C1 (configuration not stated)	25%

# Among those listed so far, these have a Cl atom:
SMILES	Pf Dd2 inh
Fc1ccc(C2Cn3nnc(-c4nc(-c5ccccc5Cl)no4)c3CO2)cc1 (configuration not stated)	-8%
COC(=O)[C@@H]1Cc2ncn(Cc3ccc(Cl)cc3)c2CN1C(=O)c1ccccc1OC	-25%
COc1cc(C2NC(=O)N(C)C3=C2C(=O)N(c2cccc(Cl)c2)C3)ccc1O (configuration not stated)	-2%

# Remaining list, next part:
SMILES	Pf Dd2 inh
Cc1ncccc1C(=O)N1CC[C@@H]2CN(S(C)(=O)=O)[C@@H]2C1	24%
Cc1cc(C)n(CC(=O)N[C@@H]2CN(C)C[C@H]2CN(C)C)n1	48%[activator]
COc1ccc(C(=O)NCC(c2cccnc2)N2CCc3ccccc32)cc1 (configuration not stated)	?
COc1ccc(C)cc1N(C)C(=O)c1c2c(nc3ccccc13)C(=O)N(C1CCCCC1)C2	-24%
O=C1NN=C(c2ccncc2)C12CCN([S+](=O)([O-])c1cccc(C(F)(F)F)c1)CC2	-16%
O=C(Nc1ccc(Br)cc1)C1CCN(c2ncccn2)CC1	i
COc1ccc(Cl)cc1NC(=O)c1cc(S(=O)(=O)N2CCc3ccccc32)cn1C	?
O=C(CCc1ccccc1)C(=O)N1CCCN2CCC[C@H]2C1	i
O=C(c1ccc(C(F)(F)F)cc1)N1CCN(c2nc3ncccc3o2)CC1	0%
CC(C)c1ccc(NC(=O)Cn2cc(S(=O)(=O)N3CCN(c4ccccc4F)CC3)c3ccccc3c2=O)cc1	10µM*
CC1=C[C@@H](CN2CCN(CCO)CC2)[C@H](C(C)C)C[C@H]1Cc1nnc(C)o1	i
CN1CCCCC(CC(=O)NCCc2ccccc2)C1=O (configuration not stated)	?

SMILES	Pf Dd2 inh
COc1ccccc1-c1ccccc1CN1CCC(C)(NC(C)=O)C1 (configuration not stated)	?
Cc1ccncc1C(=O)N1CC(c2nnc(-c3ccncc3)o2)C2(CCOCC2)C1 (configuration not stated)	9%
Cc1nn(C)c2c1c(-c1ccccc1)cc(=O)n2Cc1ccc(F)cc1Cl	?
COc1ccc(OC)c(NC(=O)N2C[C@@H](F)C[C@H]2C(=O)N2CCCCC2)c1	-16%
COCc1ccc2c(c1)c(OC(C)(C)C(=O)NCC[S+](C)(=O)[O-])nn2CCC(C)C	-27%[44.1 µM]
CCN(Cc1ccccc1)C(=O)CC1C(=O)NCCN1CCc1ccccc1 (configuration not stated)	-7%
Cc1noc(C)c1CC(=O)NC1CCCc2c1[nH]c1c(Cl)cccc21 (configuration not stated)	7.9µM*
COc1cc2[nH]c(=O)n(Cc3ccc(C(=O)N4CCN(c5cccc(C)c5C)CC4)cc3)c(=O)c2cc1OC	3%
CN(Cc1cccc2ccccc12)C(=O)c1cc(CN2CCOCC2)on1	-17%
O=C(c1cccc(F)c1)N1CCC2(CC1)N=C(c1ccccc1)NO2	i
O=C(c1cnn2c1CCCC2)N1CCC(c2[nH]ncc2-c2ccccc2)CC1	?
COc1ccc(-c2noc([C@@H](C)NS(=O)(=O)CC(C)C)c2C(=O)O)cc1	20%[44.1 µM]

SMILES	Pf Dd2 inh
CCN(CC)CCCNC(=O)CCC(=O)NNc1nc2ccccc2c2nc(C)nn12	5%
O=C(c1n[nH]c2ccccc12)N1CCC(OCCOc2cccnc2)CC1	?
CC(=O)N1CC2(Cc3ccccc31)CN(C(=O)N(C)C)C2	10%[44.1 µM]
Cc1ccc(NC(=O)Cn2c(N3CCOCC3)nc(C)cc2=O)c(Cl)c1	?
COc1ccc(CNC(=O)c2nc(-c3ccccc3OC)cc3c2ccn3C)cc1OC	-24%[44.1 µM]
O=C(c1cnc(C2CC2)nc1)N1CCC2(CCNCC2CO)CC1 (configuration not stated)	-23%
CCOc1ccccc1CNC(=O)c1cc2sc(C)c(CN3CCOCC3)c2[nH]1	i
CC1Cn2c(C(=O)NCc3cccc(Br)c3)cc3cccc(c32)S1 (configuration not stated)	i
CCCCC1C=CCN1C(=O)c1cc(COc2ccc(F)cc2F)[nH]n1 (configuration not stated)	-15%
CCC1CN(C(=O)N2CCC(C(=O)NCc3ccc(N(C)C)cc3)CC2)c2ccccc2O1 (configuration not stated)	?
O=C(NC1CC(=O)N(c2ccc(Cl)cc2)C1)c1ccc(S(=O)(=O)N2CCCC2)cc1 (configuration not stated)	21%
CC(c1nn[nH]n1)n1cc(-c2cc3c(cc2Cl)OCO3)nn1 (configuration not stated)	-9%

# Quoted from the listing:
# `CC(c1nn[nH]n1)n1cc(-c2cc3c(cc2Cl)OCO3)nn1` (configuration not stated) in Pf Dd2 inh reads -9%
# `CC(=O)N1CC2(Cc3ccccc31)CN(C(=O)N(C)C)C2` in Pf Dd2 inh reads 10%[44.1 µM]

# Continued:
SMILES	Pf Dd2 inh
CCOc1ccc(-c2nc(Cn3ccn4nc(-c5ccc(OCC)c(Cl)c5)cc4c3=O)c(C)o2)cc1	56%[activator]
CN(c1ccccc1C(=O)O)S(=O)(=O)c1ccc2[nH]c(=O)oc2c1	i[5.79 µM]
CNC(=O)c1cnc2c(c1)N(C(=O)Cc1cccc(C(F)(F)F)c1)CCC2	23%[44.1 µM]
CC(=O)N1Cc2ccccc2CC2(CCN(Cc3ccccc3)C2)C1 (configuration not stated)	?
CCN1CCN(c2ncnc3c2cnn3-c2ccc(C)c(C)c2)CC1	?
O=C1c2oc3ccccc3c(=O)c2C(c2ccccc2)N1Cc1ccc2c(c1)OCO2 (configuration not stated)	-7%
COc1cccc(C(=O)N2CCCCCC2c2nnc(C)o2)c1 (configuration not stated)	3%
Cc1ccc(C(=O)N2C[C@@H]3CCCN4CCC[C@@H]([C@H]34)[C@H]2CCCC(=O)Nc2ccccc2)cc1	i
Cn1c(CNC(=O)CCC[C@@H]2[C@H]3CCCN4CCC[C@@H](CN2Cc2ccccc2)[C@@H]34)nc2ccccc21	?
NC(=O)[C@@H]1C[C@H](Oc2cccnc2)CN1S(=O)(=O)c1ccccc1	-9%
O=C(NCCc1ccc(Cl)cc1)c1cc2c(s1)-c1ccccc1OC2	5%
COc1ccc(C2Cn3nnc(C(=O)N4CCC(C(=O)NCc5ccccc5)CC4)c3CO2)cc1 (configuration not stated)	5%

# The closing 4 entries of the part above open the next one.
SMILES	Pf Dd2 inh
Cn1c(CNC(=O)CCC[C@@H]2[C@H]3CCCN4CCC[C@@H](CN2Cc2ccccc2)[C@@H]34)nc2ccccc21	?
NC(=O)[C@@H]1C[C@H](Oc2cccnc2)CN1S(=O)(=O)c1ccccc1	-9%
O=C(NCCc1ccc(Cl)cc1)c1cc2c(s1)-c1ccccc1OC2	5%
COc1ccc(C2Cn3nnc(C(=O)N4CCC(C(=O)NCc5ccccc5)CC4)c3CO2)cc1 (configuration not stated)	5%
O=C1CC2CCN(CC3CCNC3)CC2CCN1 (configuration not stated)	14%[44.1 µM]
CCOC(=O)c1ccc(NC(=O)N2Cc3[nH]cnc3C[C@H]2c2nc(-c3ccc4c(c3)OCO4)no2)cc1	?
Cc1cc(C)c(NC(=O)CSc2nnc3[nH]c(=O)cc(C)n23)c(C)c1	54%[activator]
Cc1nc2ccc(C(=O)N3CCCn4nc(CO)cc4C3)cc2o1	0%
CN1CCC(NC(=O)c2n[nH]c3c2CN(C(=O)c2ccccc2Br)CC3)CC1	43%[activator]
O=C1NCCCN1C1CCN(Cc2cccc(C(F)(F)F)c2)CC1	i
Cc1cc(=O)n(CC(=O)Nc2ccccc2)c(-c2ccccc2)n1	?
CCc1ccc(C(=O)N2CCCN(c3nnc4ccccn34)CC2)cc1	-13%
COc1cc(C)ccc1OCC(=O)c1ccc2c(c1)N(CCCC(=O)NCC1CC1)C(=O)CO2	-16%
